Pemphigus Ab inh = human desmoglein-3 autoantibody binding inhibition | DSG3-coupled beads, scFv-anti-DSG3-GFP binding, flow cytometry; stronger effect = lower value | binding (percent of control), % at 10 µM | actives 0.48% (n = 310,000) | AID 588358;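 active means binding more than 3 SD below its plate's average and above zero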;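 further: hits lower antibody fragment binding to DSG3; some compounds called inactive have numbers as strong as hits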
Target sequence (P32926 whole entry, looked up, the tested form may be a part): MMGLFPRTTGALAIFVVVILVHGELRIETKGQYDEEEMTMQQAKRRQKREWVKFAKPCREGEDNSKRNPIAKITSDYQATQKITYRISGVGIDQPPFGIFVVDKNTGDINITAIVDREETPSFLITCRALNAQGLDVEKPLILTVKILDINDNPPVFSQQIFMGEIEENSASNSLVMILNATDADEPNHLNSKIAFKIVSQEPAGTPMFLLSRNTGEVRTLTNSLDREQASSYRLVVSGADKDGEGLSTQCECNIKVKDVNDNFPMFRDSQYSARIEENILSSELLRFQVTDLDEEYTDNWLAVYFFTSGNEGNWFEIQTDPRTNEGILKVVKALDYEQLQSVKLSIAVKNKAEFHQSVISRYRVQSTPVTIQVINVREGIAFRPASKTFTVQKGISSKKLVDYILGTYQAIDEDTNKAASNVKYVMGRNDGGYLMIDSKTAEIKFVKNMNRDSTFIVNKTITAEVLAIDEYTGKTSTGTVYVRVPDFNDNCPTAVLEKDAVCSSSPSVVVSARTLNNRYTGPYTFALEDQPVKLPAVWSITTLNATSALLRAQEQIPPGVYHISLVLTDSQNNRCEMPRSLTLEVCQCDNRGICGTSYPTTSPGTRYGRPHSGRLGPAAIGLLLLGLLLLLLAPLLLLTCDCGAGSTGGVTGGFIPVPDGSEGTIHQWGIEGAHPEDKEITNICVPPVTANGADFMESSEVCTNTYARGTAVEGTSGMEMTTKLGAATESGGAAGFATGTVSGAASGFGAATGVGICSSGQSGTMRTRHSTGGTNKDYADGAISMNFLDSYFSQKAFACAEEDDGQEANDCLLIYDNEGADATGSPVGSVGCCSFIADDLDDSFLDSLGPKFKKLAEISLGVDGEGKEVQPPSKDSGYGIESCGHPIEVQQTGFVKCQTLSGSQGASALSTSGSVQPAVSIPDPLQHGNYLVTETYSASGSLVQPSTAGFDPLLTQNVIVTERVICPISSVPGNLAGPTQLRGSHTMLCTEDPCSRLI
Mot1-301 SUMO = inhibitors of SUMOylation pathway: yeast Mot1-301 growth rescue. S. cerevisiae Mot1-301 growth rescue, ATP luminescence, 38.5C; percent above DMSO median, 100 means doubled. growth rescue, % at 18.8 µM. actives 1% (n = 320,000);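 active means every valid replicate shows activation above 250% relative to neutral control wells; inactive means the rest, any valid replicate at or below 250%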;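 further: OY570 slx delta 5 strain wells were the positive control but not used for scaling; some compounds called inactive have numbers as strong as hits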
PfHsp90 yeast 2 = reduces growth (ATP signal) of yeast expressing P. falciparum Hsp90; S. cerevisiae expressing PfHsp90, BacTiter-Glo ATP, 48 h; yeast lacking PDR1 and PDR3 efflux regulators; inhibition, % at 9.4 µM; actives 0.32% (n = 310,000);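 active means every replicate shows inhibition above about 80%, whatever the replicate mean, limit read from the data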;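 further: 0% = DMSO neutral controls and 100% = 20 µM radicicol positive controls; yeast relying on Plasmodium falciparum Hsp90 in place of its own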
AddAB inh = less growth of phage-infected E. coli with AddAB; actives 0.29% (n = 330,000); E. coli expressing H. pylori AddAB, absorbance growth; inhibition, % at 11.9 µM; in the data active means inhibition above about 12%;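 further: 0% = vehicle wells of infected cells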
PKA-R1A act = activates the PKA-R1A holoenzyme complex; actives 0.083% (n = 340,000); P00514+P68181; activation, % at 11.4 µM; PKA-R1A dissociation, Cy5-IP20 fluorescence polarization; scaled: DMSO 0%, 113 µM cGMP 100%;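 active means percent activation above the mean of all tested compounds plus 3 SD, cut at about 19% in these data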;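 further: higher means more PKAc released from R1A so a rise in polarization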
OPRM1-OPRD1 inv = inverse agonist of human OPRM1-OPRD1 heterodimerization; actives 0.21% (n = 340,000); inhibition, % at 9.3 µM; P35372+P41143; cell-based MOR-DOR heterodimer luminescence, inverse agonism; in the data active means inhibition above about 22%, passing the limit was not always enough;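 further: 0% = cells with DMSO and 100% = wells without cells with DMSO; values of inactives mirror those of a sister screen read the other way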
HTR5A ag ctr = counter-screen for OPRM1-OPRD1 agonists: human HTR5A agonism. HTR5A agonist assay, luminescence, cell-based. AID 504692. activation, % at 9.3 µM. actives 0.61% (n = 340,000); in the data active means activation mostly above about 9.5%, no sharp cut-off; inactive means mostly below about 7.6%;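 further: 0% = cells with vehicle only and 100% = reference agonist; strong numbers were not always called active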
phage Ecoli inh = E. coli growth loss with phage present | AID 651602 | growth absorbance | actives 0.26% (n = 360,000) | inhibition, % at 11.9 µM; in the data active means inhibition above about 11%
E coli growth = reduces bacterial viability in AddAB counter-screen; E. coli V3065 growth, OD600 absorbance, 18 h; inhibition, % at 11.9 µM; actives 0.27% (n = 330,000); AID 449728;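 active means inhibition above the campaign's mean inhibition across all tested compounds plus 3 SD, cut at about 9.9% in these data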;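 further: uninfected addAB+ strain grown without phage in ampicillin broth; 0% = DMSO wells and 100% = ciprofloxacin 0.95 µg/ml wells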
HTR5A inv ctr = HTR5A inverse agonism, opioid heterodimer counter-screen. HTR5A cell line, luminescence. inhibition, % at 9.3 µM. actives 0.083% (n = 340,000); in the data active means inhibition mostly above about 23%, no sharp cut-off; inactive means mostly below about 18%;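 further: 0% = cells with DMSO and 100% = no-cell wells with DMSO; some compounds called inactive have numbers as strong as hits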
OPRM1-OPRD1 ag = OPRM1-OPRD1 heterodimerization agonism; P35372+P41143; cells, luminescence; activation, % at 9.3 µM; actives 0.3% (n = 340,000); AID 504326; in the data active means activation above about 18%;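 further: 0% = vehicle-treated cells and 100% = reference agonist; values of inactives mirror those of a sister screen read the other way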
An asterisk follows results filed as active; nt = not tested or not shown.

SMILES	Pemphigus Ab inh	Mot1-301 SUMO	PfHsp90 yeast 2	AddAB inh	PKA-R1A act	OPRM1-OPRD1 inv	HTR5A ag ctr	phage Ecoli inh	E coli growth	HTR5A inv ctr	OPRM1-OPRD1 ag
Cc1ccoc1C(=O)Nc1ccc2ccccc2c1	102.4	-21.1	24.6	1.9	11.1	-16.7	3.8	0.9	-0.6	-10.1	3.1
COc1cccc(/C=C2\SC(=O)N(CCC(=O)NC3CCS(=O)(=O)C3)C2=O)c1 (stereo unspecified)	104.1	10.0	4.0	2.7	-6.7	19.2	4.4	3.0	-0.3	1.5	-3.8
O=C(C1=C[C@@H](c2ccc(Br)cc2)C[C@@H](OCCCCO)O1)N1CCN(Cc2ccc3c(c2)OCO3)CC1	101.1	-4.2	-1.5	1.9	-13.5	7.0	-1.0	0.4	-2.4	-10.9	-1.3
CC(=O)NCCSc1ccc(S(=O)(=O)N2CCCC2)cn1	93.1	30.5	-5.6	2.6	-2.6	5.5	1.9	1.1	-1.6	-4.7	-1.3
COc1ccc(NC(=O)CN(c2ccccc2C)S(C)(=O)=O)c(OC)c1	103.8	-3.1	-20.7	3.0	-1.4	-1.8	-3.4	3.5	0.3	12.6	0.4
O=[N+]([O-])c1cccc(-c2cn3nc(-c4ccccc4)c(-c4ccccc4)nc3n2)c1	105.3	7.2	-5.3	2.8	1.9	-0.9	2.6	1.3	1.5	-30.6	0.2
O=C(Cc1ccc(F)cc1)N/N=C/c1ccc(-c2ccc(Cl)c(C(=O)O)c2)o1	102.3	4.5	-3.7	-0.6	-8.4	-2.2	-0.6	2.3	0.7	1.4	0.4
OC(c1ccccc1)(c1ccccc1)c1nccc2ccccc12	121.5	nt	-39.1	nt	-0.2	-16.4	-2.7	1.9	nt	10.5	3.2
Cn1c(C(=O)O)c(S(=O)(=O)c2ccc(Cl)cc2)c2ccccc21	90.6	3.7	16.8	0.1	-9.8	11.2	4.0	0.4	0.9	-15.5	-1.9
NS(=O)(=O)c1ccc(NC(=O)CCCCCN2C(=O)c3ccccc3C2=O)cc1	98.0	nt	nt	nt	-3.5	2.8	5.5	-0.4	nt	8.9	-0.4
COc1cc(C(=O)NC(CCSC)C(=O)OCC(=O)NC(=O)C2CCCCC2)cc(OC)c1OC (stereo unspecified)	105.3	237.6	-4.2	1.9	-4.5	6.6	-6.2	0.5	-0.5	-28.2	-1.2
NC(=O)NCCC1=CCCCC1	nt	21.2	nt	2.2	0.1	10.5	0.9	0.5	-0.5	6.0	-1.8
c1ccc2[nH]c(SCc3cn4ccccc4n3)nc2c1	92.5	-8.9	8.1	4.5	1.2	17.9	1.1	3.0	-1.3	-2.6	-3.6
O=C(c1ccc(Cn2c(=O)[nH]c3ccccc3c2=O)cc1)N1CCN(c2ccccn2)CC1	99.1	0.5	7.1	-0.1	3.9	2.0	12.2	2.7	1.3	-35.8	-0.3
Cc1[nH]c2ccccc2c(=O)c1CN1CCCCC1	nt	53.2	-1.9	1.9	0.4	14.3	-1.1	2.6	-3.2	-1.4	-2.8
O=C1C2CCCN2C(c2ccccc2)N1c1ccc(F)cc1 (stereo unspecified)	103.3	4.0	nt	6.8	4.7	6.2	-0.4	-0.1	1.1	1.0	-1.2
Cc1cccc(NC(=S)NC(C)C(c2ccccc2)N2CCN(C)CC2)c1C (stereo unspecified)	116.0	9.2	nt	0.8	-6.4	9.6	-2.8	6.9	2.1	6.9	-2.0
CCCc1nc(NCC2CCCO2)c2nnn(Cc3ccccc3)c2n1 (stereo unspecified)	117.1	13.9	-12.9	3.4	13.2	4.1	2.6	2.3	1.2	-18.8	-0.7
O=C(O)COc1ccc(NC(=O)c2ccc3c(c2)C(=O)N(C2CCCCC2)C3=O)cc1	nt	206.2	8.8	3.8	5.2	5.6	-0.5	1.4	-0.7	1.7	-1.0
C=CCN(c1ccccc1)S(=O)(=O)c1cccc(C(=O)NCC(c2ccccc2OC)N2CCCC2)c1 (stereo unspecified)	111.5	-18.3	nt	0.9	-3.6	13.6	1.1	-0.2	-0.9	-2.7	-2.6
COc1ccc(NC(=O)Cc2c[nH]c3ccccc23)cc1S(=O)(=O)N1CCOCC1	123.5	7.9	nt	2.5	1.1	1.5	-0.2	3.0	-0.6	0.6	-0.3
CS(=O)(=O)N(CC(=O)N1CCN(Cc2ccccc2)CC1)c1ccc2c(c1)OCCO2	129.5	280.4	-6.3	-0.8	-2.9	8.2	4.2	2.2	-0.2	-15.7	-1.5
Cc1ccc(S(=O)(=O)Nc2ccccc2C=Nc2cccc(C)c2C)cc1	99.1	5.9	-6.1	2.6	-1.2	1.7	3.3	2.4	1.2	-8.9	-0.3
CCCCOC(=O)c1ccc(NC(=O)CN2C(=O)NC3(CCCCCC3)C2=O)cc1	95.8	-3.7	-10.9	1.1	0.0	-14.9	-10.0	1.2	0.0	24.3	3.7
CN(C(=O)c1cccc(NC(=O)Cc2ccc(NC(=O)C3CCN(C(=O)C4CCCC4)CC3)cc2)c1)C1CC1	99.3	nt	1.4	nt	0.4	13.4	2.1	1.5	nt	-7.9	-2.9
More entries follow:
SMILES	Pemphigus Ab inh	Mot1-301 SUMO	PfHsp90 yeast 2	AddAB inh	PKA-R1A act	OPRM1-OPRD1 inv	HTR5A ag ctr	phage Ecoli inh	E coli growth	HTR5A inv ctr	OPRM1-OPRD1 ag
COc1cccc(N2C(=O)N(c3ccccc3Cl)C3CS(=O)(=O)CC32)c1 (stereo unspecified)	98.8	-26.8	nt	1.1	8.5	2.8	4.3	1.8	2.7	-3.9	-0.5
O=C(COc1ccccc1-c1ccccc1)N/N=C/c1cccnc1	105.1	nt	-6.9	2.7	-8.0	5.9	1.0	4.8	-0.2	28.6	-1.1
COc1ccccc1N1CN(S(=O)(=O)c2ccc(C)cc2)c2nc3ccccc3nc21	93.3	-21.6	nt	1.0	-10.5	17.2	-1.1	3.0	-0.9	4.0	-3.3
CCOc1ccc(CCNC(=O)c2cnc(C)cn2)cc1OCC	98.5	55.7	6.2	-0.3	6.3	2.6	4.0	2.8	0.7	-6.0	-0.4
O=C(Nc1ccc(N2CCCCC2)cc1)c1ccc([N+](=O)[O-])o1	95.3	-5.7	4.3	8.1	-9.9	-18.9	7.8	3.0	5.7	-18.8	3.4
COc1ccccc1CNC(=O)[C@H](C)NC(=O)C1CCN(C(=O)[C@@H](N)C(C)C)CC1	nt	4.1	2.5	3.2	-10.1	6.2	8.4	1.9	0.0	20.2	-1.2
O=C(C1CCCCC1)N1CCCc2ccccc21	nt	5.7	18.7	2.2	-7.5	6.6	-2.1	-0.2	0.6	5.0	-1.6
COc1ccc(C2=NN(C(=O)CCC(=O)O)C(c3cccs3)C2)cc1OC (stereo unspecified)	82.5	-7.0	15.6	1.5	12.4	18.6	-0.3	4.9	-2.4	0.9	-3.7
O=C(CCC(=O)N1CCSc2ccccc21)Nc1ccc(F)cc1	105.4	160.7	8.7	2.0	0.8	1.8	0.8	3.5	-1.3	-2.3	-0.3
Cc1ccc(Oc2nc(CN3CCOCC3)nc3sc4c(c23)CCC(C)C4)cc1C (stereo unspecified)	94.3	213.8	0.6	2.0	-0.2	18.6	5.2	3.6	0.1	-13.8	-3.1
Cc1ccc2nc(NC(=O)C3CCCN3C(=O)OC(C)(C)C)sc2c1 (stereo unspecified)	106.6	159.8	15.2	2.2	12.2	12.7	-2.4	3.5	-0.3	6.8	-2.4
COCCN(C(=S)Nc1c(C)cc(C)cc1C)C(C)c1cccnc1 (stereo unspecified)	95.7	71.3	-16.8	4.5	1.7	8.5	1.2	4.1	1.0	24.3	-1.6
O=C(COC(=O)c1cccs1)NCC1CCCCC1	105.0	219.6	4.4	3.8	8.5	2.2	1.8	4.5	-0.5	0.9	-0.3
Cc1ccc(S(=O)(=O)N2CCN(S(=O)(=O)c3ccc4c(c3)OCCO4)CC2)cc1	105.2	-9.9	13.9	2.8	-12.9	6.3	6.7	2.8	0.8	-16.9	-1.1
O=C(CCNC(=O)c1ccc(Cl)cc1)NC1CCCCCC1	nt	43.8	14.7	-0.4	-3.0	12.2	2.9	1.6	0.9	-7.3	-3.0
COc1ccc(NC(=O)N(C2CCCCC2)C(C)c2cccnc2)c(OC)c1 (stereo unspecified)	102.5	6.0	12.1	1.4	-0.7	3.7	2.4	0.9	4.4	-2.2	-0.6
C=C(CCC(=O)c1ccccc1)C(=O)c1ccccc1	97.7	22.8	0.5	2.1	-9.4	10.2	1.1	3.4	1.5	-4.0	-2.0
O=C(Nc1cnn(Cc2ccc(F)cc2)c1)c1cnccn1	96.1	7.8	-6.1	1.3	-0.1	11.7	-1.4	1.1	0.7	5.0	-2.2
NC(=O)CCNC(=O)c1ccc(Cl)cc1	104.7	0.0	35.6	0.8	6.6	4.4	-1.2	2.2	-2.2	4.4	-0.8
Cc1csc(/N=C/N(C)C)c1C#N	113.5	8.7	-6.2	-1.0	0.3	18.5	2.5	1.6	1.9	15.1	-3.5
COc1ccc(C(=O)c2cc3ccc(O)cc3oc2=O)cc1	102.5	-23.4	-65.4	1.4	10.6	1.9	1.0	-0.2	2.7	5.7	-0.3
CCCC(=O)Nc1ccccc1Sc1ncnc2scc(-c3ccccc3)c12	103.0	43.5	-20.4	0.3	-5.8	11.0	-1.4	2.2	-0.2	16.3	-1.8
CCOC(=O)Cn1cc(Cl)c(=O)c(Cl)c1	97.4	3.1	-4.8	0.9	2.8	6.6	0.4	3.2	3.0	-9.9	-1.3
Cc1ccc(S(=O)(=O)N2CCN(Cc3ccccc3)CC2)s1	98.5	-15.9	20.2	1.7	7.1	-1.8	-1.9	1.3	2.6	19.0	0.5
CCOc1cc(CNCc2ccccc2)ccc1OCc1ccc(Cl)cc1	113.4	-28.7	-19.8	2.5	-5.8	-50.8	1.6	4.4	-0.1	-5.5	10.9
COc1ccc(/C=N/N=C/c2ccc(OC)cc2)cc1	90.0	-24.1	-28.4	nt	0.8	1.4	-1.6	2.5	nt	5.8	-0.3
Cc1nnc(SCCC(=O)Nc2ccc(Cl)cc2)o1	95.2	24.4	7.1	-1.8	5.8	9.3	-1.4	1.9	0.5	5.3	-2.0
CC1CCN(C(=O)C(NS(=O)(=O)c2cccc3nsnc23)c2ccccc2)CC1 (stereo unspecified)	107.8	-26.3	nt	1.8	-13.7	5.0	-1.0	-0.9	-0.5	-6.7	-0.8
COc1ccc(C(CC(=O)N2CCN(c3ccccc3)CC2)c2c(OC)cc(OC)c3ccc(=O)oc23)cc1 (stereo unspecified)	105.9	-13.5	17.8	-1.9	-1.0	19.9	1.2	-0.6	-0.8	-3.3	-3.4
